# Screens from PubChem.
# SIAE inh: human SIAE inhibitors, primary screen, biochemical, fluorescence polarization, FP-Rh probe, 1536-well HTS; inhibition, % at 9.66 µM; Sialate O-acetylesterase (Homo sapiens), Q9HAT2; 0.69% of 370,000 active; SIAE FP-Rh probe binding;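 active = inhibition above a cutoff: mean of compounds within the control limits plus 3 SD of those, cut at about 17% in these data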;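 note: 0% = plate median of compound wells and 100% = probe without SIAE protein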
# MBD2 inh: inhibitors of MBD2 binding to methylated DNA, primary screen, biochemical, TR-FRET, DNA-binding domain, human; MBD2 binding to methylated oligonucleotide; inhibition, % at 4.4 µM; 0.31% of 370,000 active; AID 686964, 2013; Methyl-CpG-binding domain protein 2 (Homo sapiens), Q9UBB5; in the data active = inhibition above about 13%
# ABHD4 inh: ABHD4 inhibitors, primary screen, biochemical, fluorescence polarization, mouse | (Lyso)-N-acylphosphatidylethanolamine lipase (Mus musculus), Q8VD66 | purified mABHD4, FP-Rh probe fluorescence polarization | inhibition, % at 8.92 µM | 0.54% of 370,000 active | AID 720543, 2013;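 active = inhibition exceeding the mean over every tested compound plus 3 SD, cut at about 30% in these data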;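 note: 0% = plate median of compound wells and 100% = S159A mutant with DMSO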
# Target sequence (Q8VD66 whole entry, looked up): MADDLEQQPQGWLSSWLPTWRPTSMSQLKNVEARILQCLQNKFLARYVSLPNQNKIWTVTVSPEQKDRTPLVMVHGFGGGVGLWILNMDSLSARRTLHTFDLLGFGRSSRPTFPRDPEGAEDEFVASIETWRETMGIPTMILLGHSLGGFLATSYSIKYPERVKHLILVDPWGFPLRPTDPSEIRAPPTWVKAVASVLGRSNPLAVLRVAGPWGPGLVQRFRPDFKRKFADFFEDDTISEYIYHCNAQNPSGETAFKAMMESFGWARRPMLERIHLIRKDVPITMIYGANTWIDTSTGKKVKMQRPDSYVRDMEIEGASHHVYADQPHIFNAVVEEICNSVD
#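 Test system: mABHD4 protein; Read-out basis: % inhibition; Incubation: 45 min + 60 min at 25 °C; Repeats: single replicate; Technique: fluorescence polarization with parallel and perpendicular emission, 525/598 nm; Compound: 8.92 µM, single dose; Benchmarks: full inhibition S159A mutant plus DMSO, zero as sample-well median.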
# TDP2 inh: human TDP2 enzyme inhibitors, primary screen, biochemical, epi absorbance, recombinant enzyme; Tyrosyl-DNA phosphodiesterase 2 (Homo sapiens), O95551; 0.34% of 370,000 active; T5PNP hydrolysis, p-nitrophenol absorbance 415 nm; inhibition, % at 12.8 µM;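 active = inhibition above the mean of all tested compounds plus 3 SD, set per campaign, cut at about 25% in these data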;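 note: 0% = DMSO with enzyme and 100% = buffer with substrate but no TDP2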
# Target sequence (O95551 whole entry, looked up): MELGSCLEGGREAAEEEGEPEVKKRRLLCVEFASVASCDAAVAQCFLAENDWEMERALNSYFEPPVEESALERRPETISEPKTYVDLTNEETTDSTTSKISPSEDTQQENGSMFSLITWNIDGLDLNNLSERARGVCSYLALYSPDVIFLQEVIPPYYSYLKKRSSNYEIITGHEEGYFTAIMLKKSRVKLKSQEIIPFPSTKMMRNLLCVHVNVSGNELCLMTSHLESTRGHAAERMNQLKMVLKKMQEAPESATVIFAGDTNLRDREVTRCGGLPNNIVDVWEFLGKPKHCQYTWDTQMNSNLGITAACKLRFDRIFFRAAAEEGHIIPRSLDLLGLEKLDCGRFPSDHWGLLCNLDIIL
#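 Assay system: Recombinant human TDP2 | Quantity: 120 nM TDP2 per well | Incubation: 2 h at 37 °C | Signal: Epi absorbance | Evaluation: Percent inhibition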
# TCR-CD3 inh: inhibitors of human TCR-CD3 interaction, primary screen, biochemical, fluorescence, TAMRA-labeled TCR probe. T-cell receptor (TCR). 0.37% of 360,000 active. inhibition, % at 9.4 µM; in the data active = inhibition above about 19%;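 note: recombinant mutant TCR 2C K166C tagged with TAMRA read by polarization; 0% = receptor in buffer alone and 100% = receptor with positive control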
# PRMT1 inh: PRMT1 methyltransferase inhibitors, primary screen, biochemical, fluorescence polarization | recombinant PRMT1, activity-based probe fluorescence polarization | inhibition, % at 2.79 µM | 1.3% of 370,000 active | AID 652257, 2013;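 active = inhibition above about 21% made by adding two undisclosed values, limit read from the data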
# Target sequence (Q99873 whole entry, looked up): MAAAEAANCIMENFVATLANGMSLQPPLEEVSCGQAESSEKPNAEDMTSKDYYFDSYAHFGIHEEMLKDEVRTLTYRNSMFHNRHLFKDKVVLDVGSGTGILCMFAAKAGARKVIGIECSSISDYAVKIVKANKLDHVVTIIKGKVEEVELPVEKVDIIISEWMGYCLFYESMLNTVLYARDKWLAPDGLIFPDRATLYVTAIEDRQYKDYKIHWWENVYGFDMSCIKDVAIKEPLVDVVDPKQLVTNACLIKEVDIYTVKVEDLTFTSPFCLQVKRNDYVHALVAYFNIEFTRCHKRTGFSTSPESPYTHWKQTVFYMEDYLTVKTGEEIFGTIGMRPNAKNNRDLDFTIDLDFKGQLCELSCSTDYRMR
# HTRA1 inhibitor: HTRA1 serine protease inhibitors, primary screen, biochemical, fluorescence polarization, HTS. Q92743. AID 504803, 2011. 0.5% of 340,000 active. recombinant HTRA1, FP-rhodamine activity-based probe. inhibition, % at 5.96 µM; in the data active = inhibition above about 36%;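 note: 0% = enzyme with DMSO and 100% = wells lacking enzyme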
# rCAG RNA binder: binders of r(CAG) RNA repeats, primary screen, biochemical, fluorescence. AID 651821, 2012. inhibition, % at 3 µM. r(CAG) RNA repeat, TO-PRO-1 dye displacement fluorescence. 1.3% of 370,000 active;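 active = inhibition above the plate cutoff, the mean of all test compounds on that plate plus 3 SD, cut at about 35% in these data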;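 note: 0% = DMSO alone and 100% = 100 µM mitoxantrone as full dye displacement; higher means more dye released from RNA so lower well fluorescence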
# GC-B act: human GC-B receptor activators, primary screen, HEK293 GC-B cells, cGMP TR-FRET, EC30 CNP. Atrial natriuretic peptide receptor 2 (Homo sapiens), P20594. 0% at EC30 CNP, 100% saturating CNP. activation, % at 10 µM. 0.11% of 370,000 active. AID 1920062, 2024;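 active = activation at 10 µM reaching about 35% in either raw or pattern-adjusted values, limit read from the data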
# LEDGF integ inh: blockers of LEDGF/p75-dependent integrase strand transfer – biochemical, TR-FRET, high throughput, primary screen; HIV-1 integrase (with human LEDGF/p75); TR-FRET IN-LEDGF/p75 DNA integration, Eu/Cy5; 0.64% of 370,000 active; inhibition, % at 3.7 µM;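 active = inhibition above the screen-wide mean plus 3 SD, cut at about 13% in these data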;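 note: signal is the Cy5 over europium emission ratio at 671 and 618 nm; 0% = plate median of compound wells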
# Starred values were filed as active, the others as inactive; . = no result given. A portion of the library; the hit share may differ from the screen's.
SMILES,SIAE inh,MBD2 inh,ABHD4 inh,TDP2 inh,TCR-CD3 inh,PRMT1 inh,HTRA1 inhibitor,rCAG RNA binder,GC-B act,LEDGF integ inh
CC#CC(=O)N1CCC(Oc2cccc(C(=O)NCc3ccccn3)c2)CC1,9,-1,-5,-5,9,74*,2,-6,0,-1
O=C(O)CC1S/C(=N\N=C2\C(=O)Nc3ccccc32)N(c2ccc(O)cc2)C1=O (stereo unspecified),5,-4,11,4,-2,1,-2,8,1,1
CCOC(=O)N1CCN(C(=O)CSc2ncnc3sccc23)CC1,13,6,-18,-17,-9,8,0,-7,-6,-8
CC(=O)c1cnc2c(-c3cccc(Br)c3)cnn2c1C,0,-4,3,-17,3,-2,-11,4,-3,-4
CS(=O)(=O)N(CC(=O)N1CCCC1)c1ccc(F)cc1,-3,3,1,5,-1,2,4,1,3,-1
O=C(Nc1cccc(-c2ccc(N3CCOCC3)nn2)c1)c1ccc([N+](=O)[O-])cc1,-3,-1,-3,15,1,2,-8,2,3,-4
Cc1cc2c(cc1C)NC1(C(=O)Nc3ccccc31)C1=C(CC(C)(C)CC1=O)N2 (stereo unspecified),5,2,0,6,5,-1,1,-7,-18,0
CC1CN(S(=O)(=O)c2ccccc2)C(C)CN1S(=O)(=O)c1ccccc1 (stereo unspecified),1,0,-7,0,3,-1,3,6,-6,-5
Cc1cc(C)nc(N2CCC(C(=O)NCc3ccccc3F)CC2)n1,-5,2,-6,7,5,4,10,-1,1,-2
CCc1noc(C)c1C(=O)N1CCC(CCC(=O)Nc2cccc(OC)c2)CC1,2,-7,3,-13,8,-1,2,-6,2,-2
NC(=Nc1ccc(N)cc1)C(N)=Nc1ccc(N)cc1,9,-5,31*,51*,-6,6,13,13,0,39*
Cc1cccc(C(=O)N/N=C2/SCC(=O)N2Cc2ccccc2)c1,0,4,-6,-14,-2,-4,-12,-1,-2,6
COC(=O)c1ccc(N/C(C)=C/C(=O)c2ccc(C)o2)cc1,-3,1,4,20,2,1,0,2,-2,1
Cc1[nH]c(=S)[nH]c(=O)c1Cc1ccc(OCC(C)C)cc1,-4,-1,2,1,3,3,0,-1,6,-7
COc1ccc(-c2nnc(SCC(=O)NNC(=O)Cc3ccccc3)n2C)cc1OC,-1,3,0,3,3,0,2,-5,-1,-2
O=C(Nc1ccccc1Oc1ccccc1)c1ccccc1F,1,0,-5,-9,1,-3,-15,-1,3,1
O=C(NCc1ccc2c(c1)OCO2)C1CCN(S(=O)(=O)c2cccs2)CC1,4,3,2,-8,-7,1,0,0,3,-5
COc1ccccc1CCC(=O)Nc1cccc(S(=O)(=O)N2CCOCC2)c1,-1,3,-7,-9,-6,3,6,-1,-3,-2
COc1ccc(C(=O)OCC(=O)NC(=O)Nc2ccccc2F)c(OC)c1,6,-7,5,2,5,1,15,0,1,-2
Nc1ccc(Nc2ccncc2[N+](=O)[O-])cc1,6,-11,4,14,0,-2,1,0,9,1
CC(C)C(=O)Nc1ccc(C(=O)NNC(=S)NC(=O)c2ccccc2[N+](=O)[O-])cc1,4,-2,3,-9,26*,0,6,13,3,0
Cc1nc2nc(-c3ccco3)nn2c(C)c1Cl,4,5,8,-6,-3,12,3,7,0,3
COc1cn(-c2ccccc2)nc1C(=O)NCc1ccccc1,-1,-1,-4,5,9,0,-9,-2,-3,4
CCC1CCCN1Cn1cnc2c([nH]c3ccc(Cl)cc32)c1=O (stereo unspecified),0,1,0,-1,3,0,3,1,-5,4
O=C(CN1C(=O)c2cccnc2Oc2ccc(Cl)cc21)Nc1ccc(F)cc1,7,0,-5,-1,-4,1,-12,7,-2,2

# Some of the entries so far, as labelled records:
> CS(=O)(=O)N(CC(=O)N1CCCC1)c1ccc(F)cc1
  SIAE inh = -3
  MBD2 inh = 3
  ABHD4 inh = 1
  TDP2 inh = 5
  TCR-CD3 inh = -1
  PRMT1 inh = 2
  HTRA1 inhibitor = 4
  rCAG RNA binder = 1
  GC-B act = 3
  LEDGF integ inh = -1

> O=C(Nc1cccc(-c2ccc(N3CCOCC3)nn2)c1)c1ccc([N+](=O)[O-])cc1
  SIAE inh = -3
  MBD2 inh = -1
  ABHD4 inh = -3
  TDP2 inh = 15
  TCR-CD3 inh = 1
  PRMT1 inh = 2
  HTRA1 inhibitor = -8
  rCAG RNA binder = 2
  GC-B act = 3
  LEDGF integ inh = -4

# Going on with the list:
SMILES,SIAE inh,MBD2 inh,ABHD4 inh,TDP2 inh,TCR-CD3 inh,PRMT1 inh,HTRA1 inhibitor,rCAG RNA binder,GC-B act,LEDGF integ inh
CCCC(=O)Nc1ccccc1-c1nnn(CC(=O)Nc2ccc(OC)cc2)n1,0,-2,-5,7,1,0,-6,1,-1,-3
CCn1c2ccccc2c2nn(C)c(=N)nc21,12,-6,-3,-8,2,-2,-3,4,6,-3
CCOC(=O)C1=C[C@@H](C(C)(C)C)N(S(=O)(=O)c2ccc([N+](=O)[O-])cc2)[C@H]1c1ccccc1Cl,7,-4,-8,6,-5,1,.,5,3,1
CC(NC(=O)Cc1ccsc1)c1ccc(S(N)(=O)=O)cc1 (stereo unspecified),4,1,6,6,1,3,-3,1,-6,0
CCOC(=O)c1ccccc1NS(=O)(=O)c1ccc(OCC)cc1,1,4,-5,0,5,0,-24,-3,-4,-3
O=C(O)c1cccc(Nc2ccnc(Nc3cccc(C(=O)O)c3)n2)c1,4,-2,2,-4,-4,2,21,0,-1,5
CCCCOc1ccc(CSc2n[nH]c(C)n2)cc1,1,0,-8,-8,7,0,2,-1,-1,3
Cc1ccc(OCCN2C(=O)c3ccccc3C2=O)c(C)c1,3,2,-9,0,0,0,-7,0,-3,2
COC(=O)c1sccc1NC(=O)C1CC=CCC1C(=O)O (stereo unspecified),-4,6,9,-4,0,1,10,2,7,-3
C=CCN(C(=O)Cc1cccs1)c1nc(-c2ccc(S(C)(=O)=O)cc2)cs1,8,2,-5,17,2,0,-32,15,4,1
Nc1ccccc1SC(CC(=O)c1ccccc1)c1cccc([N+](=O)[O-])c1 (stereo unspecified),2,10,6,2,0,86*,-13,10,0,3
Cc1ccc(OCC(=O)Nc2ccc(C)c(S(=O)(=O)N3CCCCC3)c2)c([N+](=O)[O-])n1,-1,-2,-3,4,-1,-3,-12,4,8,1
Cc1sc(NC(=O)c2ccc(Cl)s2)c(C(N)=O)c1C,-4,8,1,-6,-5,4,-2,22,-6,-5
NS(=O)(=O)c1ccc(N/N=C2/CCCCC2C2CCCCC2)c([N+](=O)[O-])c1 (stereo unspecified),6,0,-19,-9,5,0,-15,17,-7,8
CC(C)(C)NC(=O)COc1ccc(CNn2nnnc2N)cc1,-4,2,10,19,-6,1,-5,1,1,2
CCN1CCN(CCCOc2ccccc2-c2ccccc2)CC1,6,-6,15,0,6,-1,-3,-7,3,-7
COc1cc(OC)nc(-n2ncc(Br)c(Br)c2=O)n1,-1,-1,0,2,-2,4,3,0,-2,0
COc1ccc(CNc2nc(-c3ccccc3)nn2C(=O)c2ccc([N+](=O)[O-])cc2)cc1,0,-1,6,12,6,-1,-2,0,0,2
COc1ccc(N2C(=O)C3CCCCC3C2=O)cc1NC(=O)c1ccccc1 (stereo unspecified),5,3,3,-2,1,1,-1,-5,-1,-2
COC(=O)c1cn(NC(=O)Cc2ccc(Cl)c(Cl)c2)c(=O)c2ccccc12,-2,2,-1,-7,-2,0,-14,10,4,1
CC(C)OC(=O)CCc1nc2ccccc2[nH]c1=O,7,1,3,2,3,0,2,1,10,4
CN(Cc1cnccn1)Cc1nc(Cc2cccc(F)c2)no1,1,7,1,1,3,0,8,-6,3,-1
Cc1sc(NC(=O)C2CCCCC2C(=O)O)c(C(N)=O)c1C (stereo unspecified),4,-1,1,-14,-1,4,1,1,-3,3
CCO[C@@H]1OC(C(=O)O)=C[C@H](c2ccccc2)[C@H]1CCCO,7,-6,5,0,1,0,6,3,4,3
Cn1c(N)c(C(=O)CSc2n[nH]c(-c3ccccc3)n2)c(=O)n(C)c1=O,1,-2,-3,3,-7,1,6,-1,0,1
# Continuation.
SMILES,SIAE inh,MBD2 inh,ABHD4 inh,TDP2 inh,TCR-CD3 inh,PRMT1 inh,HTRA1 inhibitor,rCAG RNA binder,GC-B act,LEDGF integ inh
CCOC(=O)CN1C(=O)S/C(=C/c2ccc(N3CCCCC3)o2)C1=O,2,2,-1,12,-5,-2,-1,-15,-3,2
COCCN(CCOC)Cc1cc(=O)oc2cc(OC)c(Cl)cc12,5,-1,8,-7,2,0,.,4,2,-2
CCC1(NC(C)=O)CC2CC1CC2NC(C)=O (stereo unspecified),2,6,5,-2,-4,0,5,1,4,4
CCOC(=O)c1c(-c2ccccc2)oc2ccc(OCC(O)CNCCN(C)C)cc12 (stereo unspecified),4,0,15,-4,0,-5,4,6,-11,7
CCn1c(=O)cc(OCC(=O)NCc2ccc(C)o2)c2ccccc21,4,0,6,6,4,8,-3,4,1,4
CCCc1cc(C(N)=O)c(NC(=O)c2ccoc2C)s1,-4,-3,-11,-6,-1,2,-18,10,-1,3
CC(C)NC(=O)C1CCN(C2CCN(CC3CC=CCC3)CC2)CC1 (stereo unspecified),6,1,-7,-2,-4,-1,-2,4,-3,5
Cc1cccc(CS(=O)(=O)c2ncc(Cl)c(C(=O)Nc3ccc(F)cc3)n2)c1,-4,0,-4,-3,0,31*,-26,2,4,0
CC(C)Cc1nnc(N)s1,-2,1,1,-7,5,-1,11,1,6,0
O=c1ccc(-c2ccccc2)nn1Cc1ccccc1,1,-1,-4,1,7,1,-1,-8,5,-1
COc1ccccc1CC(=O)NC1CCCc2ccccc21 (stereo unspecified),16,-1,3,-4,-3,1,3,2,-4,-1
Cc1nnc(SCc2nc3scc(-c4ccccc4)c3c(=O)[nH]2)s1,-3,0,-3,1,-2,2,-4,-2,-7,-2
O=C(CCNC(=O)c1ccc(Br)cc1)NCc1ccccn1,-4,1,4,-5,-5,2,5,-4,2,-1
CCCCNC(=O)CN(C1CCCCC1)S(C)(=O)=O,5,0,2,5,6,0,2,2,3,1
NC(=O)NC(Cc1ccccc1)C(=O)NCCCSc1ccccc1 (stereo unspecified),1,3,-10,6,3,-3,-3,-3,-4,1
CC(=O)NC1CC2CCCC(C1)N2CC(=O)NCc1ccc(F)cc1 (stereo unspecified),-4,0,5,3,-1,-4,5,-3,-3,-1
CC(C)N1CCC(N2CCN(Cc3cc4c(cc3Cl)OCO4)CC2CCO)CC1 (stereo unspecified),8,2,-3,8,9,-2,-2,-4,0,1
CCn1c(C)nnc1SCC(=O)Nc1ccc(N2CCOCC2)cc1,-7,3,4,11,-3,2,1,-2,0,-1
CN(C)/C=C(\C#N)c1nc2ccccc2[nH]1,4,4,5,6,3,3,-5,-4,-6,-3
